RTF Ca sens inh – cardiac RTF calcium desensitization | P19429+P45379 | inhibition, % at 7.15 µM | 340,000 compounds, 0.12% hits | IANBD-labeled cardiac RTF, Ca2+ fluorescence;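 active = inhibition above the mean inhibition of all tested compounds plus 3 SD, cut at about 17% in these data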;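 also: assay run at fixed EC70 calcium of 1.6 mM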
Keap1 Nrf2 FP – Keap1-Nrf2 (human) interaction inhibition. AID 504523. Keap1 Kelch-Nrf2 peptide fluorescence polarization, 1536-well. inhibition, % at 9.4 µM. Q14145. 340,000 compounds, 0.15% hits; in the data active = inhibition above about 12%;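 also: human Keap1 Kelch domain with fluorescein labeled Nrf2 9mer peptide probe; 0% = neutral control wells and 100% = peptide positive control; higher means more block of Keap1 binding to Nrf2 peptide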
Target sequence (Q14145 whole entry, looked up, the tested form may be a part): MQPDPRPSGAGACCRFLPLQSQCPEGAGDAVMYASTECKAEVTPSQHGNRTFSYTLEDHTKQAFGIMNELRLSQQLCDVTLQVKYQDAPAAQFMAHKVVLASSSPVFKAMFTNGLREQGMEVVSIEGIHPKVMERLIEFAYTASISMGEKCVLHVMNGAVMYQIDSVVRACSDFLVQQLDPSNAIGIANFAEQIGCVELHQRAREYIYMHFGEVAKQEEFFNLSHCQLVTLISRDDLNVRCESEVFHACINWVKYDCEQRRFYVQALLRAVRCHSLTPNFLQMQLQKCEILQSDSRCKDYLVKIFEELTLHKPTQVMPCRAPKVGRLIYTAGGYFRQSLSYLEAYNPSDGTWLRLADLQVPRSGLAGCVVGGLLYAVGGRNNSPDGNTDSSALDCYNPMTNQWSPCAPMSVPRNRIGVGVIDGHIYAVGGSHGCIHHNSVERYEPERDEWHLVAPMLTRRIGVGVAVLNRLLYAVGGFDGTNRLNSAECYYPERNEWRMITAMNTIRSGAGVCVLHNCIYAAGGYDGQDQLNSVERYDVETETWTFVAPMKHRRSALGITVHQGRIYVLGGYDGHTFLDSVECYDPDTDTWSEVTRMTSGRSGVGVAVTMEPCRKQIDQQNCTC
RTF Ca sens act – cardiac RTF calcium sensitization; IANBD-labeled TnC RTF fluorescence at EC20 calcium; 0% EC20 calcium, 100% full calcium; activation, % at 7.2 µM; 340,000 compounds, 0.24% hits; AID 493008;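 active = activation above the mean over all tested compounds plus 3 SD, cut at about 30% in these data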;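 also: rise in fluorescence read as greater calcium sensitivity of cardiac thin filaments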
CAL PDZ FP-1 – blocks peptide binding to the human CAL PDZ domain; purified CAL PDZ, TMR-peptide fluorescence polarization, 1 h; inhibition, % at 24.9 µM; 300,000 compounds, 0.92% hits; AID 602252;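 active = mean inhibition of at least 30% with at least half of replicates also reaching 30%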;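 also: 0% = DMSO neutral control and 100% = excess unlabeled competitor peptide PRC23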
SR-BI uptake up – SR-BI HDL lipid transfer activation; CHO ldlA[mSR-BI] cells, DiI-HDL uptake fluorescence, 3 h; 100 = double the neutral-control signal; activation, % at 12.5 µM; 320,000 compounds, 0.096% hits;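 active = mean replicate activation of at least 60% and every replicate at or above 60%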;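 also: 0% = median plate neutral-control signal and 100% = twice that signal; values of inactives mirror those of a sister screen read the other way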
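material = CHO ldlA[mSR-BI] cells | medium = Ham's F12 with 0.5% BSA, HEPES 25 mM, pH 7.4 | reagent = fluorescent DiI-HDL, 10 µg/mL final | compound dosing = single-point compound dose | incubation = 3 h, 37 °C | measured by = bottom-read fluorescence, 550/595 nm | measure = HDL uptake via cellular fluorescence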
DAGLB inhibitor – diacylglycerol lipase beta (human) inhibition | Q8NCG7 | HEK293T DAGLB membrane lysate, EnzChek fluorogenic substrate | inhibition, % at 5.17 µM | 340,000 compounds, 0.059% hits; in the data active = inhibition above about 34%;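 also: 0% = enzyme with vehicle and 100% = wells lacking enzyme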
PKA-R2B act – PKA-R2B complex activation | P22694+P31323 | PKA-R2B holoenzyme dissociation, Cy5-IP20 fluorescence polarization; R2B truncated from residue 108, S112A mutant; 0% DMSO only, 100% 113 µM cGMP | activation, % at 11.4 µM | 340,000 compounds, 0.079% hits | AID 504700;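 active = activation above a cutoff set at the mean over all compounds plus 3 SD, cut at about 18% in these data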;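 also: higher means more holoenzyme dissociation and a rise in polarization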
CAL PDZ FP-2 – blocks peptide binding to human CAL PDZ domain; 330,000 compounds, 0.02% hits; inhibition, % at 20 µM; Q9HD26; purified CAL PDZ, TMR-peptide fluorescence polarization, 1 h; AID 504414;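 active = highest replicate inhibition of at least 40%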;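 also: plate controls were DMSO neutral control wells for no effect and unlabeled competitor peptide control wells for full effect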
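Material – purified CerCALP PDZ construct · Detection – FP readout, S and P plane fluorescence · Measure – percent inhibition from loss of millipolarization · Controls – unlabelled peptide for full inhibition, DMSO wells as neutral · Probe or stimulus – TMR-labelled reporter peptide T*-PRC34 bound in PDZ groove · Times – 1 h at RT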
Rtt109 Vps75 – inhibitors of Candida albicans Rtt109/Vps75 histone acetyltransferase; Q5AAJ8; purified Rtt109/Vps75, ThioGlo CoA-SH fluorescence, 4 h; inhibition, % at 34.9 µM; 330,000 compounds, 0.16% hits; AID 540336;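 active = inhibition of at least 50% in every replicate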
Target sequence (Q5AAJ8 whole entry, looked up): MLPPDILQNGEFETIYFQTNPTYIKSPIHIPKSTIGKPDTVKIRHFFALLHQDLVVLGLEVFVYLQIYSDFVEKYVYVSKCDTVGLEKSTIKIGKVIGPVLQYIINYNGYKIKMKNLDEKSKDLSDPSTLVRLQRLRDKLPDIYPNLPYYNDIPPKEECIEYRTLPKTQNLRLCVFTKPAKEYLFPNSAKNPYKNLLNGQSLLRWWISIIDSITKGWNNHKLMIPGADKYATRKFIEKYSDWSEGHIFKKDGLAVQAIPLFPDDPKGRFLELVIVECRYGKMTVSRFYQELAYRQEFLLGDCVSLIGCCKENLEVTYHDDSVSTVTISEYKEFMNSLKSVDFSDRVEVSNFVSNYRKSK
C-LANA FP – blocks KSHV LANA C-terminal domain binding to DNA. MBP-C-LANA/FAM-LBS DNA binding, fluorescence polarization. inhibition, % at 9 µM. 340,000 compounds, 0.078% hits;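 active = highest replicate inhibition at or above 60% at 9 µM, even if other replicates fall short; inactive = all replicates below 60% inhibition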;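 also: 0% = neutral control wells and 100% = 4 µM acridine orange control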
* = called active by the depositor; · = not tested or not shown. Compounds were not picked by outcome. About 1.6% of those tested had a hit in this group.

nr	SMILES	RTF Ca sens inh	Keap1 Nrf2 FP	RTF Ca sens act	CAL PDZ FP-1	SR-BI uptake up	DAGLB inhibitor	PKA-R2B act	CAL PDZ FP-2	Rtt109 Vps75	C-LANA FP
1	Cc1ccc(-c2ccc(=O)n(Cc3ccc(F)cc3)n2)cc1	-7	-4	4	0	41	-2	-3	-1.4	6	1.0
2	C=CCn1c(SCC(=O)N(C)C)nc2sc3c(c2c1=O)CCC3	-3	1	0	0	6	0	-7	-2.5	-6	0.0
3	O=C(NCCc1c[nH]c2ccccc12)C1CCN(S(=O)(=O)c2ccc(F)cc2)CC1	-2	-4	-3	-3	-15	0	3	-1.7	1	-1.8
4	COC(=O)C1=CN(Cc2ccc(OC)c(OC)c2)C=C(C(=O)OC)C1c1ccccc1F	3	7	-1	·	-2	-3	6	-0.2	-95	1.0
5	O=C(CCNS(=O)(=O)c1ccccc1F)NCc1ccc2c(c1)OCO2	-4	-2	6	-1	30	-3	-2	·	-7	-0.7
6	CCSC1=NN2CCS(=O)(=O)N=C2S1	-2	2	1	·	15	3	-2	-0.8	-10	-0.7
7	CN=C1S/C(=C\c2ccc(SC)cc2)C(=O)N1C	-8	-2	-7	-3	-13	-6	10	-1.1	-5	2.1
8	O=C(Nc1ccc(Cl)cn1)c1ccc2[nH]c(=O)c(=O)[nH]c2c1	1	1	1	-1	10	-2	-13	-2.7	-10	-1.9
9	CCN(CC)C(=O)CSc1nnc(-c2ccco2)n1N	-2	1	0	·	38	2	3	-0.4	-23	0.9
10	Cn1cnc([N+](=O)[O-])c1Sc1n[nH]c(N)n1	0	-2	2	-4	14	0	-11	-1.3	6	0.3
11	COc1ccc(CNC(=O)COC(=O)C2CC2C)cc1OC (stereo not given)	-20	-4	7	-2	0	3	9	-0.2	5	0.3
12	CCN1CCN(C(=O)C(C)Nc2ccc(OC)cc2OC)CC1 (stereo not given)	10	-1	2	·	-7	2	-1	-0.4	2	-0.8
13	Cc1nc(-c2ccccc2Cl)sc1C(=O)/C=C/N(C)C	2	0	1	·	-5	1	4	-7.1	7	0.0
14	COc1ccc(NC(=O)CN(C)CC(=O)Nc2ccc(Cl)cc2F)cc1	-2	-3	-2	-3	28	-2	9	-1.3	1	·
15	COc1cc(Cl)c(C)cc1NC(=O)c1ccc2c(SCC(=O)O)c3c(nc2c1)CCCC3	3	-1	-5	·	-16	3	12	-3.7	2	-1.4
16	CCCC(=O)C1=C(O)C(C(=O)OC)C(C)(C)CC1=Nc1ccc(OC)cc1 (stereo not given)	7	-5	3	·	0	-3	-12	-0.3	8	0.9
17	COc1ccc(NC(=O)Cn2c(=O)n(CC(=O)NCc3ccco3)c(=O)c3ccccc32)cc1OC	-15	-2	-2	-12	47	4	-2	·	-1	0.4
18	Cc1c2ccccc2cc[n+]1CCCS(=O)(=O)[O-]	3	-7	1	-2	-3	0	0	-2.3	·	1.2
19	Cc1cc(C)nc(SCC(=O)NNC(=O)c2cccs2)n1	6	-2	2	-2	13	2	9	-2.7	-7	0.0
20	Cc1ccc(S(=O)(=O)N2CCN(C(=O)Cc3ccc(S(=O)(=O)N4CCOCC4)s3)CC2)cc1	1	-7	1	·	15	0	-7	-0.5	-16	0.9

3 structures out of the list, sorted by heavy-atom count, smallest number first.
nr	SMILES	RTF Ca sens inh	Keap1 Nrf2 FP	RTF Ca sens act	CAL PDZ FP-1	SR-BI uptake up	DAGLB inhibitor	PKA-R2B act	CAL PDZ FP-2	Rtt109 Vps75	C-LANA FP
13	Cc1nc(-c2ccccc2Cl)sc1C(=O)/C=C/N(C)C	2	0	1	·	-5	1	4	-7.1	7	0.0
8	O=C(Nc1ccc(Cl)cn1)c1ccc2[nH]c(=O)c(=O)[nH]c2c1	1	1	1	-1	10	-2	-13	-2.7	-10	-1.9
5	O=C(CCNS(=O)(=O)c1ccccc1F)NCc1ccc2c(c1)OCO2	-4	-2	6	-1	30	-3	-2	·	-7	-0.7

Additional compounds.
nr	SMILES	RTF Ca sens inh	Keap1 Nrf2 FP	RTF Ca sens act	CAL PDZ FP-1	SR-BI uptake up	DAGLB inhibitor	PKA-R2B act	CAL PDZ FP-2	Rtt109 Vps75	C-LANA FP
21	COc1cc(NC(=O)c2ccc(C)cc2C)ccc1NC(=O)c1cc2ccccc2o1	0	-5	-2	3	-66	-2	8	-0.3	-6	-0.6
22	COc1cccc(-c2nc(N3CCCCC3)c3ccccc3n2)c1O	-13	-3	-2	-5	·	-5	0	-1.4	1	0.0
23	Cc1ccnc(NS(=O)(=O)c2ccc(NS(=O)(=O)c3cc(Cl)ccc3Cl)cc2)n1	-9	-2	3	-2	16	-1	-7	-2.1	-1	-1.1
24	COc1ccc(S(=O)(=O)N2CCOCC2)cc1N=Nc1sc(N)nc1-c1ccccc1	9	-2	-7	-2	-81	56*	-7	3.2	2	0.9
25	O=C(NNS(=O)(=O)c1ccccc1[N+](=O)[O-])c1ccc(F)cc1	-13	-5	3	·	-35	-1	2	0.0	2	0.6
26	CSc1nc(Cc2ccc(Cl)cc2)nc2ccccc12	-7	0	2	-1	3	-9	-4	0.5	-5	-1.0
27	CCCCNC(=O)COC(=O)c1cc2c(C)nn(-c3ccccc3)c2s1	-1	-5	2	-8	-5	-5	-9	-0.4	5	-1.6
28	CN(Cc1ccccc1)c1c([N+](=O)[O-])c(=O)n(C)c2ccccc12	-3	0	-3	2	0	0	0	-1.8	1	0.9
29	CSc1ccc(CCNC(=O)c2ccc(CS(=O)Cc3ccc(Cl)cc3)o2)cc1 (stereo not given)	-1	-6	-1	·	-17	-3	2	-1.7	-8	0.3
30	COc1ccc(C)cc1NC(=O)CSCc1cc(=O)n2c(C)csc2n1	-6	-3	1	1	19	-3	-8	-1.8	1	-1.3
31	COc1nc(OCC#N)nc(N(C)C)n1	-21	0	1	-2	-2	0	-12	-0.6	-6	1.5
32	C=CCn1c(SCC(=O)NC2CCCC2)nc2scc(-c3ccco3)c2c1=O	-2	-2	-16	-5	-15	9	-3	0.2	-6	-0.4
33	Cc1ccccc1NC(=O)CCN1CCCC1	-3	2	1	-5	17	-1	9	-3.2	-9	5.1
34	COc1cc(OC)cc(C(=O)Nc2nc(CC(=O)NCc3ccccc3OC)cs2)c1	-18	0	-9	-5	-70	0	-18	-2.5	2	0.8
35	O=C(COc1ccc(Br)cc1)NCCCNC(=O)c1cnccn1	-15	-3	2	-8	2	0	1	-0.6	-7	0.7
36	CN1CCN(C(=S)NC(=O)/C=C/c2ccccc2)CC1	-2	-2	-2	·	3	0	2	-3.7	1	1.3
37	CCC(Sc1ccccn1)C(=O)Nc1cccc([N+](=O)[O-])c1 (stereo not given)	-3	-2	-5	-1	3	-2	2	-1.7	8	0.5
38	COc1ccc(OCC(O)CNc2ccc(Br)cc2)cc1 (stereo not given)	-4	2	-1	-23	-1	-5	0	0.4	-7	-0.6
39	CCCN(C(=O)c1ccco1)c1nnc(-c2ccncc2)s1	-10	-4	5	0	-17	-2	4	0.5	-12	-1.0
40	CCN(CCn1cccn1)C(=O)CC1C(=O)NCCN1Cc1cc(OC)cc(OC)c1 (stereo not given)	9	-3	-7	3	20	0	-7	-0.5	13	0.6

(further entries)
nr	SMILES	RTF Ca sens inh	Keap1 Nrf2 FP	RTF Ca sens act	CAL PDZ FP-1	SR-BI uptake up	DAGLB inhibitor	PKA-R2B act	CAL PDZ FP-2	Rtt109 Vps75	C-LANA FP
41	CCOC(=O)CSc1nnc(CNC(=O)Cc2ccccc2)n1-c1ccccc1OC	2	0	-5	3	0	-3	9	·	1	0.6
42	COc1ccc(CN2CCNC(=O)C2CC(=O)N(C)C2CCOCC2)c(F)c1 (stereo not given)	-2	-4	-1	-1	-1	1	7	0.3	0	-1.0
43	O=C(CCCN1C(=O)/C(=C/c2cccs2)SC1=S)NNC(=O)c1ccncc1	0	-8	0	1	14	5	-7	-1.6	-2	-0.4
44	NC(=O)[C@@H]1CCCNc2c(F)cc([N+](=O)[O-])cc2C(=O)N[C@@H](CCC(=O)O)C(=O)N[C@@H](CO)C(=O)N1	-11	4	-4	-2	-5	-1	11	-1.0	4	-3.9
45	COc1ccc(-n2cnnc2SCC(=O)Nc2cccc(S(=O)(=O)N3CCCCC3)c2)cc1	0	5	-2	-2	-22	1	-8	-1.2	-1	1.6
46	CC(=O)c1c(C)[nH]c(C(=O)N2CC(C)CC(C)C2)c1C (stereo not given)	-4	-1	1	-13	-17	2	0	0.1	4	-0.2
47	O=C1C2C3C=CC(C2C(=O)N1CCCO)C1C2C(=O)N(CCCO)C(=O)C2C31 (stereo not given)	2	-3	-5	·	8	-1	3	-2.4	-1	1.9
48	CSC1=N/C(=C\C=C\c2cccs2)C(=O)S1	3	-5	-2	-2	-9	7	-8	-1.0	8	1.0
49	O=C(c1ccc(NS(=O)(=O)c2cccc([N+](=O)[O-])c2)cc1)N1CCN(C(=O)c2ccco2)CC1	0	-1	-2	0	63*	0	0	0.0	6	-0.3
50	Cc1ccc(OCC(=O)N2CCCCCC2)c(C)c1	-5	0	0	0	-26	-2	-3	0.3	5	-0.3
51	O=S(=O)(c1ccc(Br)cc1)N1CCCN(Cc2cccc(F)c2)CC1	-6	1	0	0	-7	-14	-13	-0.6	1	-0.6
52	CCCCOc1ccc(C(=O)NCC(=O)OCC(=O)c2c(N)n(C)c(=O)n(C)c2=O)cc1	2	-5	1	-2	0	0	-12	-0.9	-1	-1.1
53	COc1ccc2oc(=O)c(C(=O)n3ccc(C)n3)cc2c1	0	-1	-6	4	26	-2	-14	·	-38	-1.6
54	CCOC(=O)c1ccc(NC(=S)Nc2cccc(C)n2)cc1	0	2	-4	·	2	-2	-9	0.5	-12	0.5
55	CCCCNC(=S)N1CCN(Cc2ccc3c(c2)OCO3)CC1	-6	0	5	21	13	-3	-6	-0.8	10	-0.3
56	COc1ccc(-c2nc(=S)[nH][nH]2)cc1OC	-2	-4	0	·	22	-2	-2	-0.6	0	0.2
57	Nc1cc(S(=O)(=O)c2ccc(O)c(N)c2)ccc1O	-4	4	-3	0	4	-1	-11	0.0	7	-1.5
58	Cc1ccc(CNC(=O)C2CCCCC2C(=O)O)cc1 (stereo not given)	-9	-4	1	·	5	-1	8	0.3	-4	-0.6
59	COc1ccc([C@@H]2[C@@H]3C(=O)N(C(C)(C)C)C(=O)[C@@H]3[C@]3(Cc4ccccc4)C(=O)N(c4ccccc4)C(=O)N23)cc1	-6	1	9	2	30	-4	-9	-0.4	12	-1.5
60	O=S(=O)(Nc1ccc(Cc2ccncc2)cc1)c1ccc(Cl)s1	-5	-3	-1	0	-2	1	-6	-0.3	-1	5.5
61	COc1ccc(S(=O)(=O)Nc2ccc3c(c2)C(=O)N([C@H](C)CO)C[C@H](C)[C@@H](CN(C)C(=O)Nc2ccc4c(c2)OCO4)O3)cc1	-8	-6	-6	-1	-7	0	-6	0.4	0	-0.5

Compound activity (PubChem)
